Mtb BioA inh: inhibitors of Mycobacterium tuberculosis BioA enzyme; 0.096% of 360,000 active; inhibition, % at 9.99 µM; AID 602481; purified M. tuberculosis BioA enzyme, plate reader; in the data active = inhibition above about 40%; inconclusive = no clear call, values can overlap the other calls
Rv3671c inh: Rv3671c (M. tuberculosis) protease inhibition. P9WHR9. inhibition, % at 5.96 µM. 0.048% of 320,000 active. AID 2606; in the data active = inhibition above about 38%;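 also: extracellular domain of Rv3671c used as enzyme; 0% = enzyme with DMSO and 100% = no enzyme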
Target sequence (P9WHR9 whole entry, looked up, the tested form may be a part): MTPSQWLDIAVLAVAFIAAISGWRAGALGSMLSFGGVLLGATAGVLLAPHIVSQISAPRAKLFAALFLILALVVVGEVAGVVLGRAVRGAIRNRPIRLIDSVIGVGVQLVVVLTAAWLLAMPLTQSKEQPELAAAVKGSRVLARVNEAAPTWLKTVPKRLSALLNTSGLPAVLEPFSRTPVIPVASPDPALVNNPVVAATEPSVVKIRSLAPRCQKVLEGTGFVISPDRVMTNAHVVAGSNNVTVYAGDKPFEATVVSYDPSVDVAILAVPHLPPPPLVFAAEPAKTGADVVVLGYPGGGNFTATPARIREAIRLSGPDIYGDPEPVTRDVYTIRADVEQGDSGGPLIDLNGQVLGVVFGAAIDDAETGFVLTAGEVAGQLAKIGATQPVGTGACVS
UGM FP inh: Mtb UDP-galactopyranose mutase inhibition | AID 504406 | 0.06% of 320,000 active | inhibition, % at 10 µM | purified UGM, fluorescence polarization probe displacement; in the data active = inhibition above about 10%, passing the limit was not always enough; inconclusive = no clear call, values can overlap the other calls
MazEF act: increases E. coli MazEF RNase cleavage of RNA; P0AE70; FAM/BHQ RNA-DNA oligo cleavage fluorescence, 5 h; activation, % at 20 µM; 0.32% of 350,000 active; AID 504720; in the data active = activation above about 50%
Target sequence (P0AE70 whole entry, looked up): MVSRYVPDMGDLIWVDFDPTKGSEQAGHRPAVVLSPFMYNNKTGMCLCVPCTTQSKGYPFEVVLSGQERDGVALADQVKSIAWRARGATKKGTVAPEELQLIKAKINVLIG
Mtb FBA inh: Mtb fructose-bisphosphate aldolase inhibition | P9WQA3 | purified M. tuberculosis FBA, fluorescence read-out | inhibition, % at 1 µM | 2.3% of 360,000 active | AID 588726; in the data active = inhibition above about 27%;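 also: 0% = vehicle and 100% = reference inhibitor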
Target sequence (P9WQA3 whole entry, looked up): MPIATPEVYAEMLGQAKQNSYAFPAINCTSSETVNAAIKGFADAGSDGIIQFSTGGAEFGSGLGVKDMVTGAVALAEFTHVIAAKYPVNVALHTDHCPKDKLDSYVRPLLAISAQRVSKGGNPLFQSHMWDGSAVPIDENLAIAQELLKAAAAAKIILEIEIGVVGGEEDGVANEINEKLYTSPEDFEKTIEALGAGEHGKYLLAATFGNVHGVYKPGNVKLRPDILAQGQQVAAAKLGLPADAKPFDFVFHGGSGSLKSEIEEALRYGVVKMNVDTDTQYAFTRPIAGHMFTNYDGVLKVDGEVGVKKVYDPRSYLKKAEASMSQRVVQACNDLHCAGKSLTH
GDH-TPI counter: counter-screen for M. tuberculosis FBA inhibitors: GDH-TPI coupled enzymes; GDH-TPI coupled enzyme counterscreen, NADH absorbance; inhibition, % at 4.8 µM; 1.2% of 360,000 active;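 also: 0% = DMSO wells and 100% = wells lacking the enzyme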
FadD28 FP inh: M. tuberculosis FadD28 bisubstrate binding inhibition; FadD28 bisubstrate probe binding, fluorescence polarization; inhibition, % at 12.5 µM; 0.22% of 360,000 active; AID 588549; in the data active = inhibition above about 8.5%, passing the limit was not always enough; inconclusive = no clear call, values can overlap the other calls
BoNT-F LC inh: inhibitors of Botulinum neurotoxin F light chain protease; Multiplex microsphere protease cleavage assay, flow cytometry; inhibition, % at 10 µM; 0.22% of 360,000 active; in the data active = inhibition above about 35%, passing the limit was not always enough; inconclusive = no clear call, values can overlap the other calls; also: plate controls were buffer without enzyme for full effect and enzyme alone for no effect
DUSP3 inh: inhibitors of human VHR1 phosphatase (DUSP3). AID 1654. 0.52% of 290,000 active. inhibition, % at 13.3 µM. P51452. recombinant VHR phosphatase, pNPP absorbance; in the data active = inhibition above about 50%; also: some compounds called inactive have numbers as strong as hits
Target sequence (P51452 whole entry, looked up): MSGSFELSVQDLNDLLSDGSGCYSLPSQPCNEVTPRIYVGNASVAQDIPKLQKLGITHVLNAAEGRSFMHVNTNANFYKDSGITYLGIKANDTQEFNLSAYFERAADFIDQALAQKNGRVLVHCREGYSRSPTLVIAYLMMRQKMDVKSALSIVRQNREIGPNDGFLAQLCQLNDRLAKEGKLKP
CCHF vOTU inh: blocks the CCHF virus ovarian tumor domain protease. CCHFV vOTU protease, Pep-AMC fluorescence. inhibition, % at 11.5 µM. 0.55% of 370,000 active. AID 651958; also: 0% = vehicle wells with enzyme and 100% = no enzyme wells
* marks the source's active call; other numbers are inactive results; ? = inconclusive; · = not tested or not shown. Rule as the data show it, unless noted: active = inhibition above about 30%; inactive = the rest.

SMILES	Mtb BioA inh	Rv3671c inh	UGM FP inh	MazEF act	Mtb FBA inh	GDH-TPI counter	FadD28 FP inh	BoNT-F LC inh	DUSP3 inh	CCHF vOTU inh
CCOc1ccc(C(=O)OC(C)C(=O)N2CCN(Cc3ccccc3)CC2)cc1 (stereo not drawn)	0.5	1	-1.5	-23	-2	5	-2.4	-6	·	1
O=C(COc1ccc([N+](=O)[O-])cc1)Nc1cccc(C(=O)Nc2ccccc2C(=O)O)c1	5.2	-9	4.4	1	1	18	-24	2	5	8
COC(=O)C1=C(c2cc3ccccc3s2)C[C@@H]2CC[C@H]1N2C(=O)N1CCOCC1	-1.8	1	-0.5	-16	3	13	1.3	2	·	4
CC1(C(=O)NS(=O)(=O)C2CC2)CCN(C(=O)c2cccc(OC(F)(F)F)c2)C1 (stereo not drawn)	-1.4	·	·	·	2	2	-1.2	-4	·	-1
Cc1cccc(CN2CCN(Cc3ccc(Cl)cc3)CC2)c1	·	3	3.4	3	-2	-1	-0.8	-2	16	2
CCOC(=O)c1c(NC(=O)COC(=O)c2c(C)noc2C)sc2c1CCC2	0.0	-3	1.3	0	3	3	0.6	-2	13	-12
CC/C=C\[C@H](O)[C@H](O)C1=C(C)C(=O)[C@]2(O1)C(=O)N[C@@](OC)(C(=O)c1ccccc1)C2O (stereo partly drawn)	0.5	-5	2.0	-1	1	1	-2.0	-6	12	-8
COc1ccc(NC(=O)CCCCCN2C(=O)c3cccc([N+](=O)[O-])c3C2=O)c(OC)c1	-0.6	3	0.0	7	1	-3	-0.5	?	1	1
O=C(O)C1CC=CCC1C(=O)N1CC=C(c2ccccc2)CC1 (stereo not drawn)	6.5	7	-1.1	7	2	7	1.1	4	-2	11
N#Cc1ccccc1Cn1cc(/C=C/[N+](=O)[O-])c2ccccc21	1.0	-29	-1.3	-14	-5	17	-1.2	21	32	6
CC(C)n1nc(C(=O)Nc2cccc(S(=O)(=O)N3CCCCC3)c2)c2ccccc2c1=O	-1.2	-31	0.1	5	0	1	0.5	-1	·	-9
Cc1ccc(/C=N/NC(=O)CNC(=O)c2cccs2)cc1	3.0	-8	1.8	6	1	-13	2.6	8	10	0
O=C(Nc1ccc2c(c1)OCCO2)C1CCN(S(=O)(=O)c2ccccc2)CC1	5.5	5	2.0	-21	1	8	-1.0	-22	29	-10
COc1cc(/C=N/NC(=O)c2cccc(S(=O)(=O)N3CCCC3)c2)ccc1O	-1.4	-3	4.0	8	1	14	0.2	-1	·	-3
COc1ccc(C(=O)/C(=C\c2ccco2)N2C=CC=CC2=C(C#N)C#N)cc1	-1.0	-16	-0.2	2	-2	51*	-1.5	-20	36	·
CCNC(=O)CC1C(=O)N(c2ccc(C)cc2)C(=O)N1CCC(C)C (stereo not drawn)	0.3	7	-0.2	1	-1	-7	-3.7	3	2	-8
Cc1ccc(C(=O)COC(=O)C2CCC2)cc1	-1.1	12	0.3	-2	3	5	-2.4	?	-7	·
CCOC1=NN(c2ncc(C(F)(F)F)cc2Cl)C(=O)C1	·	-4	1.8	15	-1	12	-3.4	-10	13	-10
Cc1ccccc1NC(=S)NC(C)C(c1cccs1)N1CCOCC1 (stereo not drawn)	-0.7	1	-0.5	-2	0	9	-2.7	-8	-30	-1
O=C(NCCCn1ccnc1)c1noc2c1CCc1ccccc1-2	-0.3	-14	1.6	-3	-1	2	-3.0	4	12	39*
O=C(NCCc1ccccc1)c1cnc(Cl)c(Cl)c1	-1.5	-7	0.2	9	0	4	-2.7	5	-6	8
COc1cc(C(=O)OCC(=O)N(C)Cc2ccccc2)cc(OC)c1OC	2.8	-1	-2.9	-1	1	-6	-4.5	-2	18	4
COCCn1c(Sc2ccc(C)cc2)nc2c1c(=O)[nH]c(=O)n2C	1.4	1	-0.4	0	-2	6	0.7	0	-38	-1
COc1ccc(S(=O)(=O)N2CCOCC2)cc1C(=O)NCc1ccccc1CN1CCCC1	0.0	-1	-2.8	10	-1	-1	-0.9	-10	·	11
O=C1OCCN1C(=O)[C@H]1[C@H](c2ccc(Cl)cc2)C(c2cccc(Cl)c2)=NN1c1ccccc1	-0.3	-9	1.7	-12	48*	3	0.2	6	-18	·
Cc1oc(-c2ccc3ccccc3c2)nc1CN(C)C(C)c1ccncn1 (stereo not drawn)	·	-6	-0.2	-4	-2	2	-0.6	-6	-14	-13
CSc1nc2c(c(-c3ccc(O)cc3)c1C#N)CCC2	-2.7	-10	-1.5	6	6	-2	-1.2	3	18	4
CC(C)n1c(O)c(N=Nc2ccc(Cl)c(C(=O)O)c2)c2ccccc21	-0.6	-8	-0.1	-4	-18	12	11*	0	30	1
COCCN(C(=O)COC(=O)c1cc2c(s1)CCC2)c1c(N)n(Cc2ccccc2)c(=O)[nH]c1=O	-0.1	1	-2.4	-18	1	-15	-0.6	12	·	-3
CSc1ncc(S(=O)(=O)c2ccccc2)c(=O)[nH]1	·	7	6.6	-3	-1	3	-2.2	0	28	-5
OCC1(Cc2ccccc2)CCN(Cc2ccc(C(F)(F)F)cc2)CC1	·	1	-2.1	-3	-2	-3	-1.2	-4	4	12
Cc1ccc(-c2nc(NCCCN(C)C)c3ccccc3n2)cc1	1.1	·	·	4	-1	0	-3.6	1	·	-8
O=C(Cc1cc(=O)[nH]c(=O)[nH]1)NCC1CCCO1 (stereo not drawn)	-1.1	3	1.2	6	3	-17	-3.0	-13	-21	-6
Cc1cc(C)nc(SCC(=O)OCN2C(=O)c3ccccc3C2=O)n1	·	-3	1.8	-3	6	0	3.0	-9	8	6
O=C(NNC(=O)c1cccs1)c1ccc2ccccc2c1	·	5	2.6	4	2	6	-2.3	-2	3	8
COc1ccc(S(=O)(=O)N2CCC(C(N)=O)CC2)cc1C(=O)N1CCCCCC1	·	-2	-0.9	8	4	7	0.9	6	12	-1
O=C(Nc1ccccc1N1CCCCC1)c1cccc(F)c1	1.2	0	-1.9	-5	1	-1	-1.3	-1	-11	1
O=C(COC(=O)CC(c1ccccc1)c1ccccc1)Nc1cccc(F)c1	·	-15	3.4	1	0	0	-5.0	-7	-10	-4
CCc1ccc(-c2cc(C)no2)cc1S(=O)(=O)N1CCN(c2ccccc2)CC1	-4.4	-19	-0.9	1	0	2	-2.1	-1	4	6
Cc1cccc(-n2ccc(=O)c(C(=O)Nc3ccc(S(=O)(=O)Nc4onc(C)c4C)cc3)n2)c1	-0.2	6	0.3	3	2	11	0.4	6	-25	17

Profiles, looked up by structure:
Shown for Cc1cccc(-n2ccc(=O)c(C(=O)Nc3ccc(S(=O)(=O)Nc4onc(C)c4C)cc3)n2)c1 : Mtb BioA inh = -0.2; Rv3671c inh = 6; UGM FP inh = 0.3; MazEF act = 3; Mtb FBA inh = 2; GDH-TPI counter = 11; FadD28 FP inh = 0.4; BoNT-F LC inh = 6; DUSP3 inh = -25; CCHF vOTU inh = 17
Shown for CCc1ccc(-c2cc(C)no2)cc1S(=O)(=O)N1CCN(c2ccccc2)CC1 : Mtb BioA inh = -4.4; Rv3671c inh = -19; UGM FP inh = -0.9; MazEF act = 1; Mtb FBA inh = 0; GDH-TPI counter = 2; FadD28 FP inh = -2.1; BoNT-F LC inh = -1; DUSP3 inh = 4; CCHF vOTU inh = 6

Part of the list above, with bars between the fields:
SMILES | Mtb BioA inh | Rv3671c inh | UGM FP inh | MazEF act | Mtb FBA inh | GDH-TPI counter | FadD28 FP inh | BoNT-F LC inh | DUSP3 inh | CCHF vOTU inh
O=C(Cc1cc(=O)[nH]c(=O)[nH]1)NCC1CCCO1 (stereo not drawn) | -1.1 | 3 | 1.2 | 6 | 3 | -17 | -3.0 | -13 | -21 | -6
N#Cc1ccccc1Cn1cc(/C=C/[N+](=O)[O-])c2ccccc21 | 1.0 | -29 | -1.3 | -14 | -5 | 17 | -1.2 | 21 | 32 | 6

Next section.
SMILES	Mtb BioA inh	Rv3671c inh	UGM FP inh	MazEF act	Mtb FBA inh	GDH-TPI counter	FadD28 FP inh	BoNT-F LC inh	DUSP3 inh	CCHF vOTU inh
COc1cc([N+](=O)[O-])ccc1N	-3.0	4	-2.0	-5	-3	3	-0.8	-4	22	8
CC1CN(S(=O)(=O)c2cc(C(=O)N(C)Cc3cccs3)ccc2Cl)CC(C)O1 (stereo not drawn)	0.9	10	-0.5	3	-1	-11	-1.6	·	·	5
CCOc1cc(N2CCOCC2)c(OCC)cc1NC(=O)c1nc2nc(C)cc(C)n2n1	9.9	-5	-1.8	5	2	8	-3.1	-5	12	6
CC(C)Oc1ccc(C(CCNCc2ccc(O)cc2)c2ccccc2)cc1 (stereo not drawn)	3.9	·	-1.2	32	-1	11	-4.3	-10	-5	-7
Cc1ccccc1N(C)S(=O)(=O)c1ccc2[nH]cc(C(=O)NCC3CCCO3)c(=O)c2c1 (stereo not drawn)	0.9	-10	·	-3	15	17	-6.6	-1	-5	·
Cn1cnc(S(=O)(=O)Nc2ccc(OC(F)(F)F)cc2)c1	·	-4	-0.7	9	3	1	0.4	2	-2	-4
CC1=NN(c2ccc(C)cc2)C(=O)/C1=C/c1ccc(-c2cc([N+](=O)[O-])ccc2O)o1	0.7	·	·	0	0	-4	0.0	-50	13	-2
COc1ccccc1NC(=O)C1CCCN1S(=O)(=O)c1cccc2nsnc12 (stereo not drawn)	-1.5	10	2.2	0	0	4	-0.9	-7	2	·
OCc1cn(-c2ccccc2)nc1-c1cccnc1	0.9	-7	-1.0	9	0	16	0.6	-1	-10	9
O=C1CCc2cc(S(=O)(=O)Nc3ccccc3)cc3c2N1CCC3	·	-6	1.2	-2	2	2	-1.9	8	·	-4
CCOC(=O)c1nnn(CC(=O)Nc2cc(F)ccc2F)c1C(=O)OCC	2.4	0	0.4	1	-3	1	-0.6	16	4	13
O=C(O)c1ccc(NCCC2=CCCCC2)c([N+](=O)[O-])c1	0.6	-10	2.5	8	-10	-2	-1.3	-1	10	10
O=C(NCCc1cccc(F)c1)C1CCC(=O)N(C2CCCCCC2)C1 (stereo not drawn)	-0.9	·	·	0	1	3	-2.2	2	-13	1
CCOC(=O)Cc1csc(NC(=O)c2cccc([N+](=O)[O-])c2)n1	0.3	4	-2.0	-3	-1	4	-1.2	6	2	23
O=C(COc1ccccc1CNCc1ccccc1)Nc1ccccc1	·	3	-1.3	8	0	3	-4.1	-12	11	-16
CC(=O)NCCc1nc2cc(NC(=O)c3cccc([N+](=O)[O-])c3)ccc2n1C	·	·	0.8	1	-2	-1	-1.5	3	-7	·
CCn1c(SCC(=O)N/N=C/c2cc(OC)c(O)c(OC)c2)nc2ccccc21	3.3	3	-1.6	-1	0	1	-3.4	-2	-2	-20
COC(=O)[C@H]1C[C@@]2(O)CN(S(=O)(=O)c3ccc(C)cc3)C[C@@]2(OC(=O)NCc2ccco2)C[C@H]1C(=O)OC	-1.1	·	·	4	-1	2	0.9	-7	·	-2
CC(=O)OCC(=O)N1N=C(c2ccc3ccccc3c2)CC1c1ccccc1 (stereo not drawn)	·	-1	-0.7	7	1	1	-1.6	1	8	3
Cc1ccc(CNC(=O)COC(=O)Cn2nc(C)c([N+](=O)[O-])c2C)cc1	-1.9	-3	-1.2	-1	-1	1	-2.0	-4	22	18
CC1CC(C)CN(CCCNC(=O)c2ccc(N3CCCC3=O)cc2)C1 (stereo not drawn)	-1.2	-1	-0.3	13	0	2	-0.5	2	34	-1
COc1ccc(C(=O)N2CCCC2)cc1S(=O)(=O)N1CCOCC1	-0.7	-1	0.4	0	-3	3	-3.6	-2	18	-11
Cc1cccc(-n2ncc3c2CCCC3NC(=O)CN2CCOC2=O)c1C (stereo not drawn)	-0.3	3	0.3	1	-2	2	-0.7	2	-31	5
C[C@@H]1CN(C2CCN(Cc3nc(C(c4ccccc4)c4ccccc4)no3)CC2)C[C@H](C)O1	·	3	-2.8	-15	0	1	0.0	-5	30	4
NS(=O)(=O)c1ccc(CCn2c(=S)[nH]c3ccccc3c2=O)cc1	-0.3	-35	4.1	14	5	11	-0.8	0	6	-12
Cc1[nH]n(-c2ccccc2)c(=O)c1/C=N/NC(=O)c1cccc([N+](=O)[O-])c1	0.0	19	-2.3	-8	3	7	0.0	0	28	10
CC(C)CNC(=O)NC(=O)COC(=O)c1cc([N+](=O)[O-])ccc1NCc1ccccc1Cl	·	-1	5.1	·	·	·	·	·	8	16
